Screening data deposited in PubChem BioAssay by National Center for Advancing Translational Sciences (NCATS).
Abeta rescue = restores growth of yeast expressing A-beta42 peptide; yeast expressing A-beta42, growth rescue, OD600, 48 h; response scale: 0% DMSO, 100% iron-clioquinol control; Potency, µM (top dose mostly 46.1 µM), inactives show top-dose growth rescue, usual class: activators; actives 0.063% (n = 410,000); AID 1347071; note: potency is the fitted concentration of half-maximal effect; nearly all actives have a fitted effect of over 55% in size
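Growth rescue measured by 600 nm absorbance after 48 h yeast culture at 30 C with compound. Values normalized between DMSO and an equimolar ferric chloride plus clioquinol control.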
pAkt inh = blocks phosphorylation of Akt; Neuro2A IGF-stimulated pAkt S473 HTRF, 20 min; hits give low values; activity change, % for hits at 50 µM; actives 0.32% (n = 360,000); AID 651550; in the data active = activity change below about -80%; inconclusive = mostly about -51% to -80%; note: % is set by controls: 0 for no effect and ±100 for the full control effect
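Neuro2A cells in DMEM with 0.5% FBS, overnight at 37 deg C, given compound at single 50 µM final, then IGF (6 nM final) for 20 min at 37 deg C. Lysed; phospho-Akt Ser473 by HTRF after 24 h, 665/615 ratio.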
A549 tox = A549 cytotoxicity, counter-screen for Nrf2 inhibitors | Potency, µM (top dose mostly 46 µM), for inactives: top-dose activity change, negative = cytotoxicity, hits mostly inhibitors | actives 0.16% (n = 390,000) | A549 ARE-Fluc cells, CellTiter-Fluor viability, 18-24 h; note: potency is the fitted concentration of half-maximal effect; % is set by controls: 0 for no effect and ±100 for the full control effect
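Cytotoxicity counterscreen: CellTiter-Fluor fluorescence was measured in A549 ARE_Fluc cells after 18-24 h of compound exposure in a concentration series. The subsequent BugLite luminescent read reports ARE-luciferase activity.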
Nrf2 block = blocks Nrf2 signaling; AID 504444; A549 ARE-Fluc reporter, luciferase luminescence, 18-24 h; Potency, µM (doses to about 46 µM), without a hit: at the top dose activity change, negative = inhibition, actives largely listed as inhibitors; actives 2.1% (n = 360,000); note: potency is the fitted concentration of half-maximal effect; % is set by controls: 0 for no effect and ±100 for the full control effect; nearly all actives have a fitted effect of over 60% in size
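Nrf2 function is reported as luminescence of an ARE-controlled luciferase in A549 cells. Compounds were tested at several concentrations, and a CellTiter-Fluor read on the same wells flagged cytotoxicity.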
Nrf2 activator = Nrf2 pathway activation. AREc32 ARE-luciferase reporter (MCF7-derived line), luminescence, 24 h. Potency, µM (series often up to 46.1 µM), for the others: top-dose activation, most hits filed as activators. actives 0.31% (n = 410,000). AID 624171; note: potency is the fitted concentration of half-maximal effect; % of control where 0% means no effect; nearly all actives have a fitted effect of over 65% in size
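Steps: seed AREc32_Fluc cells (1000/well, 5% FBS OPTI-MEM); incubate overnight at 37 deg C; add 23 nL compound; incubate 24 hr; add Steady-Glo; hold 30 min RT; read luminescence.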
HepG2 viability = HepG2 cytotoxicity, counter-screen for TGF-b inhibitors. HepG2 CAGA-GFP viability, ATP luminescence, 18 h. Potency, µM (series often up to 46.1 µM), without a hit: top-dose activity change, negative = cytotoxicity, most hits filed as cytotoxic. actives 0.76% (n = 410,000). AID 588856; note: potency is the fitted concentration of half-maximal effect; some results filed as inactive show a strong effect at the top dose
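HepG2 CAGA-GFP cells (1000/well, DMEM with 1% FBS) received compound, then TGF-beta at 500 pg/mL final, and were incubated 18 hours at 37 degrees C. Viability was read by CellTiter-Glo luminescence. Media-only wells were set as complete cell-killing and DMSO as no toxicity.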
TGFb SMAD3 inh = TGF-b pathway inhibition; HepG2 CAGA-GFP TGF-b/SMAD3 reporter, GFP fluorescence, 18 h; TGF-beta stimulated, 500 pg/mL final; actives 1.2% (n = 410,000); Potency, µM (doses to about 46.1 µM), for the others: top-dose activity, negative = inhibition, usual class: inhibitors; note: potency is the fitted concentration of half-maximal effect; % is set by controls: 0 for no effect and ±100 for the full control effect; nearly all actives have a fitted effect of over 65% in size
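Smad-responsive CAGA-GFP expression was quantified in HEPG2 cells exposed to compounds and 500 pg/mL final TGF-beta for 18 h at 37 degrees C; unstimulated wells defined full inhibition.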
Mm-Cpn inhibitor = blocks the Methanococcus maripaludis chaperonin Mm-Cpn | purified Mm-Cpn ATPase, ADP Transcreener TR-FRET | actives 0.031% (n = 330,000) | Potency, µM (highest dose often 76.9 µM), without a hit: at the highest dose activity, negative = inhibition, actives largely listed as inhibitors | AID 504842; note: potency is the fitted concentration of half-maximal effect; % is set by controls: 0 for no effect and ±100 for the full control effect; nearly all actives have a fitted effect of over 80% in size
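ATP (10 uM final) was added to archaeal chaperonin (25 nM final) after 10 min exposure to test compound at 37°C; after 30 min further incubation, ADP was detected by competitive TR-FRET.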
CCT modulator = changes cytosolic chaperonin activity; activity change, % (concentration not given with the values), hits read low; purified chaperonin ATPase assay, HTRF ADP detection, 30 min; AID 651819; actives 0.3% (n = 360,000); in the data active = activity change below about -30%; note: % is set by controls: 0 for no effect and ±100 for the full control effect
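TRiC at 40 or 20 nM final (batch-dependent) in 30 mM Tris pH 7.4, 100 mM KCl, 5 mM MgCl2, 1 mM DTT, with compound at single 76 uM and 10 uM ATP, 30 min at 37 deg C. ADP detected by HTRF Transcreener, 665/615 ratio.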
Numbers without * were called inactive; i = inactive; ? = inconclusive; nt = no result given; [ ] = dose if it differs, or a comment. Unless noted, calls come from the whole dose curve; as a rule, active = well fitted curve in the direction sought with a large enough effect; inconclusive = small, poorly fitted or top-dose-only effect, or another doubt; inactive = no such curve, though single readings can be large; an effect the other way counts as inactive or inconclusive.

no.	Molecule	Abeta rescue	pAkt inh	A549 tox	Nrf2 block	Nrf2 activator	HepG2 viability	TGFb SMAD3 inh	Mm-Cpn inhibitor	CCT modulator
1	CCOc1cc(C2C(C(=O)O)c3cc(OCC)c(OCC)cc3C(=O)N2C)ccc1O (centres undefined)	-4%	i	-7%	2%	-0.5%	1%	-4%	2%	1.1
2	O=C(CCC1CCCN(C(=O)Cn2cnnn2)C1)NCc1ccc(F)c(F)c1 (centres undefined)	-11%	i	6%	?	-0.1%	-8%	8%	-2%	-0.2
3	CC(=O)Nc1ccc(NC(=O)CN2C(=O)NC3(CCCCCCC3)C2=O)cc1	5%	i	-5%	-1%	-0.4%	-1%	12%	0%	-0.3
4	Cc1nc(N2CCOCC2)c2c3c(sc2n1)CCC3	5%	i	3%	-18%	-0.1%	-1%	8%	?	3.0
5	Cc1nc2ccc(NC(=O)c3ccc(N4C(=O)CCC4=O)cc3)cc2s1	-4%	i	1%	-19%	-0.8%	-5%	0%	-3%	2.4
6	COc1ccc(S(=O)(=O)N2CCOCC2)cc1NC(=O)COc1ccccc1	3%	i	-1%	2%	-0.7%	-2%	8%	-2%	0.6
7	COc1ccc(N2CCN(C(=O)c3cc4c(=O)oc5ccc(C)cc5c4s3)CC2)cc1	-4%	nt	17%	8%	0.1%	0%	14%	nt	nt
8	O=c1c2ccccc2nc(/C=C/c2cc(Br)ccc2O)n1CCCO	-10%	i	3%	9%	-2.1%	2%	?	-2%	-3.5
9	CCCCN(C(=O)NC(=O)Nc1c(C)cc(C)cc1C)S(C)(=O)=O	17%	i	-1%	11%	0.4%	4%	-7%	-2%	0.2
10	Cc1cc(-c2nnnn2-c2ccc(F)cc2)no1	-12%	i	2%	?	-0.4%	-2%	3%	0%	-1.9
11	O=C(O)c1cc(S(=O)(=O)N2CCOCC2)ccc1N1CCOCC1	3%	i	-2%	11%	-0.8%	-9%	27%	2%	-0.2
12	Clc1ccc(CN2CCN(c3ccccc3)CC2)cn1	13%	i	1%	-15%	-0.3%	-17%	0%	2%	2.5
13	Cc1c2ccccc2c(C)c2c1ccc1ccccc12	-54%[inhibitor]	i	-22%	-7%	19%	-18%	5%	-2%	-1.5
14	O=C(COC(=O)/C=C/c1ccc(Cl)cc1)Nc1ccccc1	-24%	i	-5%	-3%	-0.2%	1%	-5%	2%	-2.8
15	CCc1ccccc1NC(=O)CC1S/C(=N\c2nccs2)N(CC)C1=O (centres undefined)	2%	i	-9%	-12%	-0.3%	-5%	-13%	1%	-2.7
16	Cc1ccc(/C=N/n2nnnc2N)cc1[N+](=O)[O-]	-6%	i	8%	11%	-0.4%	-17%	-1%	-1%	-5.7
17	O=C(CN(Cc1ccc(F)cc1)C(=O)CCC(=O)Nc1ccccn1)NCc1ccco1	14%[9.22 µM]	i	-1%	nt	0.1%	6%	-25%	1%	0.2
18	CC(=O)Nc1ccc(S(=O)(=O)NCC(=O)N2CCN(S(=O)(=O)c3cccs3)CC2)cc1	5%	i	0%	10%	-0.5%	-21%	-4%	2%	-1.4
19	COc1ccccc1NC(=O)C(=O)NCC(c1ccco1)N1CCc2ccccc2C1 (centres undefined)	35%	i	3%	2%	4.4%	-71%	-15%	-13%	0.8
20	Cc1ccc2sc(N(CCCN(C)C)C(=O)c3ccc(Br)s3)nc2c1C	-36%[inhibitor]	i	0%	8%	7.1%	13µM*	?	-4%	0.6

Copied from above, nos. 2–4
no.	Molecule	Abeta rescue	pAkt inh	A549 tox	Nrf2 block	Nrf2 activator	HepG2 viability	TGFb SMAD3 inh	Mm-Cpn inhibitor	CCT modulator
2	O=C(CCC1CCCN(C(=O)Cn2cnnn2)C1)NCc1ccc(F)c(F)c1 (centres undefined)	-11%	i	6%	?	-0.1%	-8%	8%	-2%	-0.2
3	CC(=O)Nc1ccc(NC(=O)CN2C(=O)NC3(CCCCCCC3)C2=O)cc1	5%	i	-5%	-1%	-0.4%	-1%	12%	0%	-0.3
4	Cc1nc(N2CCOCC2)c2c3c(sc2n1)CCC3	5%	i	3%	-18%	-0.1%	-1%	8%	?	3.0

Remaining list, next part.
no.	Molecule	Abeta rescue	pAkt inh	A549 tox	Nrf2 block	Nrf2 activator	HepG2 viability	TGFb SMAD3 inh	Mm-Cpn inhibitor	CCT modulator
21	O=[N+]([O-])c1cccc(S(=O)(=O)Nc2ccc(S(=O)(=O)Nc3nccs3)cc2)c1	-7%	i	4%	3%	-0.4%	-7%	?	nt	-2.3
22	CC(=O)NC(CCS(C)(=O)=O)C(=O)Nc1ccc(Cl)c(Cl)c1 (centres undefined)	2%	i	-6%	8%	-0.9%	-3%	-9%	2%	0.1
23	CC(C)Oc1ccc(C(=O)Nc2ccc(N3CCCCC3)cc2)cc1	2%	i	16%	9%	-0.7%	-4%	0%	-6%	0.3
24	COC(=O)c1ccc(-c2nc(O)c3cnccn23)cc1	-11%	i	-12%	3%	-0.4%	-11%	6%	1%	-0.9
25	CCCS(=O)(=O)C/C(N)=N/OC(=O)c1ccc(Cl)cc1	5%	i	-7%	12%	3.6%	-11%	1%	0%	0.5
26	O=[N+]([O-])c1ccc(O)c(/C=N/Nc2ccc(Cl)nn2)c1	20%	i	?	3.7µM*	-0.6%	-44%	?	3%	0.9
27	CCCCN1C(=O)/C(=C/C=C2/CC(C)(C)CN2C)SC1=S	0%	i	-10%	?	4.0%	-54%	0%	0%	-1.9
28	COc1ccc(C(=O)C2CCCN(Cc3ccc(C#CCCO)cc3)C2)c(OC)c1 (centres undefined)	-5%	i	-9%	5%	3.8%	-19%	-9%	-1%	-1.3
29	CC(NC(=O)c1noc2c1CCCC2)c1ccccc1 (centres undefined)	18%	i	?	?	2.3%	-20%	-15%	1%	-2.2
30	COc1ccc(NC(=O)CN(CC(=O)Nc2ccc(OC)cc2)C(C)(C)CO)cc1	-4%	i	-9%	3%	-0.1%	0%	1%	0%	-1.6
31	CNC(=O)c1c(NC(=O)c2cc(-c3cc(C)c(C)cc3O)n[nH]2)sc2c1CCCC2	7%	i	-2%	-4%	-0.4%	9%	4%	-1%	-1.1
32	CC(C)C(=O)Nc1cccc(NC(=O)c2cc3ccccc3o2)c1	-11%	i	-8%	3%	0.3%	-11%	3%	3%	-1.5
33	CC(=O)Nc1ccccc1OCC(=O)c1ccc2c(c1)OCO2	4%	i	-7%	2%	4.2%	-36%	-14%	-1%	0.3
34	COc1ccc(C2CC2C(C)=O)cc1 (centres undefined)	10%	i	0%	3%	0.3%[9.22 µM]	4%	1%	4%	0.7
35	CC(O)CNc1nc2ccccc2n1CC(=O)NCC(F)(F)F (centres undefined)	-5%	i	4%	2%	0.0%	8%	4%	0%	-4.1
36	O=C(Oc1ccc(F)cc1)c1nc(SCc2ccc(F)cc2)ncc1Cl	3%	nt	4%	-2%	-0.9%	-3%	-2%	nt	nt
37	Cc1cc(C)c2c(NC(=S)Nc3ccccc3)n[nH]c2n1	-16%	i	-2%	0%	0.6%	-20%	?	0%	-2.9
38	COc1c(C=O)c2c(c(OC)c1OC)-c1ccc(OC)c(=O)cc1C(NC(C)=O)CC2 (centres undefined)	3%	i	-16%	?	3.3%	-6%	?	nt	-1.7
39	NC(=O)CC(NC(=O)c1ccccc1)c1ccc(NCC2CC2)c([N+](=O)[O-])c1 (centres undefined)	7%	i	-8%	?	0.6%	-17%	?	-1%	-0.6
40	CC1(C(=O)NS(=O)(=O)c2ccc(Br)cc2)CCN1C(=O)C1CCCCC1 (centres undefined)	0%	i	nt	nt	0.5%	-1%	-4%	nt	0.4

no.	Molecule	Abeta rescue	pAkt inh	A549 tox	Nrf2 block	Nrf2 activator	HepG2 viability	TGFb SMAD3 inh	Mm-Cpn inhibitor	CCT modulator
41	CC(NS(=O)(=O)c1cc2c3c(c1)CCN3C(=O)CC2)c1ccccc1 (centres undefined)	0%	i	nt	nt	-0.7%	-3%	-4%	nt	0.2
42	COc1cccc(NC(=O)CC2COc3ccccc3O2)c1 (centres undefined)	8%	i	5%	13%	1.8%	-6%	-5%	3%	-1.1
43	COc1ccc(Cl)cc1NC(=O)CN(C)C(=O)c1ccc(N2CCCCCC2)c([N+](=O)[O-])c1	6%	i	-18%	?	0.0%	1%	-3%	3%	-1.3
44	C=CCN1CCc2nc(N)sc2CC1	-29%	i	-3%	8%	0.2%	-22%	6%	2%	-2.1
45	Cc1ccc(C(=O)COC(=O)c2cc(-c3cccs3)nc3ccccc23)cc1	-14%	nt	1%	-4%	2.7%	-4%	-18%	nt	nt
46	Cn1c(C(=O)NCCc2ccsc2)cc2c(=O)n(C)c3ccccc3c21	-6%	i	-5%	?	-0.9%	-31%	-1%	-2%	-3.3
47	Cc1cc(Cl)ccc1C(=O)C1CCCN(C(=O)c2ccc3c(c2)OCO3)C1 (centres undefined)	-15%	i	nt	nt	2.1%	-16%	-8%	nt	-0.8
48	S=c1[nH]nc(-c2ccc(Cl)cc2Cl)n1-c1ccc2c(c1)OCCO2	6%	i	-3%	?	4.8%	11%	1%	0%	-2.2
49	COCC(=O)N1CCC(Oc2ccc(C(=O)NCCc3ccncc3)cc2)CC1	-8%	i	0%	5%	1.5%	-39%	0%	2%	-2.6
50	CCOc1cc(C)c(S(=O)(=O)NCc2ccccn2)cc1C	7%	i	-5%	-7%	-0.6%	11%	-13%	-2%	1.8

An unsorted share of the library; 4.3% or so of the library scored in one or more.
